Casp7 inh – blocks human caspase-7 allosterically or competitively. P55210. 75,000 tested, 0.02% active. recombinant caspase-7, Ac-DEVD-AFC fluorescence rate. Potency, µM (titrated, usually from 57.5 µM), without a hit: at the top dose activity change, negative = inhibition, most hits filed as inhibitors; active = well fitted inhibition curve with a large enough effect in the main read-out, with a control signal flat, not every such curve was filed as active; inconclusive = small, poorly fitted or top-dose-only effect, or a change in a side signal; note: % of control where 0% means no effect
Caspase-1 inhib – caspase-1 (human) inhibition, allosteric or competitive | Potency, µM (top dose mostly 57.5 µM), for inactives: at the top dose activity change, negative = inhibition, most hits filed as inhibitors | 75,000 tested, 0.03% active | Caspase-1 enzyme, Ac-WEHD-AFC fluorogenic rate;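 note: plate controls were vehicle for no effect and no substrate for full effect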
HEK293 cAMP cs – parental HEK293 cAMP activation (counter-screen); parental HEK293 CNG cAMP sensor, membrane potential fluorescence; Potency, µM (top dose mostly 57.1 µM), for the others: top-dose activation, usual class: activators; 73,000 tested, 2.5% active; note: % of control where 0% means no effect; nearly all actives have a fitted effect of over 55% in size
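Parental HEK 293 cells stably expressing a modified CNG channel (no TSHR) report cAMP rise as membrane depolarization. Membrane potential dye with 100 uM RO 20-1724 was loaded for 60 min at room temperature, then compound added for 30 min; fluorescence read at 590 nm.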
ERK AVP inh – blocks ERK signaling stimulated by vasopressin. HEK293-V1b, vasopressin-stimulated pERK AlphaScreen. Potency, µM (doses to about 57.5 µM), for the others: at the top dose activity, negative = inhibition, hits mostly inhibitors. 72,000 tested, 0.99% active. AID 995; note: % is set by controls: 0 for no effect and ±100 for the full control effect; nearly all actives have a fitted effect of over 55% in size
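Overnight-seeded V1b-HEK293 cells in 1% FBS got compound, then vasopressin (25 nM final, 5 min, 37C), then lysis buffer. AlphaScreen detection of phospho-ERK; activity normalized to basal and full-stimulation controls.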
* marks the source's active call; other numbers are inactive results; u = inconclusive; x = not tested or not shown; & = joins results of further samples; [ ] = another dose, or the depositor's remark. Unless noted, calls come from the whole dose curve; as a rule, active = well fitted curve in the direction sought with a large enough effect; inconclusive = small, poorly fitted or top-dose-only effect, or another doubt; inactive = no such curve, though single readings can be large; an effect the other way counts as inactive or inconclusive. Potency is the fitted concentration of half-maximal effect. This is a subset (hit frequency here may not be typical).

entry	Molecule	Casp7 inh	ERK AVP inh	Caspase-1 inhib	HEK293 cAMP cs
1	CO/N=C(\C(=O)N[C@@H]1C(=O)N2C(C(=O)O)=C(COC(N)=O)CS[C@H]12)c1ccco1	-2%	x	-1%	-20%
2	CC(=O)Nc1cccc(NC(=O)c2ccco2)c1	-1%	x	-2%	5%
3	CC(=O)C(Sc1ncnc2c1nnn2-c1ccc(F)cc1)C(=O)N(C)C (stereo unspecified)	-1%	x	-2%	-7%
4	Cn1c(COc2ccccc2)nnc1SCC(=O)Nc1ccc2c(c1)OCO2	-2%	x	-2%	u
5	CCOC(=O)C1CCN(c2nnc(N3CCCC3=O)s2)CC1	-1%	x	-1%	-13%
6	CCOC(=O)c1cccc(NC(=O)CCn2cccc2)c1	3%	x	-3%	-14%
7	CCNC(=O)CCn1nc(-c2ccc(Cl)cc2)c2ccccc2c1=O	0%	x	-1%	19%
8	CC(C(=O)O)N1C(=O)CSc2ncccc21 (stereo unspecified)	2%	x	2%	11%
9	O=C(O)CCC(=O)N1CCOc2ccc(Cl)cc21	0%	x	-1%	-8%
10	CCCC(=O)c1ccc(N2CCOCC2)c(F)c1	-1%	x	-2%	21%
11	O=C(O)c1ccc(Cl)c(S(=O)(=O)Nc2ccccc2)c1	-2%	x	2%	-3%
12	O=C1c2ccccc2N(Cc2ccc(Cl)cc2)C2=NCCN12	-3%	x	-4%	-74%[inhibitor]
13	CN(C)S(=O)(=O)c1ccc(/C(O)=C2/C(=O)C(=O)N(CCN3CCCCC3)C2c2cccnc2)cc1 (stereo unspecified)	0%	x	-4%	-7%
14	Cn1c(=O)n(Cc2ccccc2)c2ccccc21	1%	x	-1%	0%
15	COC(=O)c1ccc(CC(=O)c2ccc(O)cc2O)o1	-6%	x	-3%	-2%
16	CN(C)CCNC(=O)c1cc2cc(Br)ccc2oc1=O	-3%	x	-2%	-2%
17	O=C(NCCN1CCCCC1)c1ccc(-n2c(=O)c(=O)[nH]c3ccccc32)cc1	-2%	x	1%	-9%
18	Cc1ccc2c(c1)CCCN2C(=O)c1ccoc1C	0%	x	-3%	10%
19	O=C(N/N=C/c1ccccc1O)c1cc(-c2ccccc2)n[nH]1	-9%	x	0%	27%
20	COc1ccc(Cc2nc(-c3ccc(Br)cc3)no2)cc1	-7%	x	-6%	2%
21	COc1cccc(C2NC(=O)NC(C)=C2C(=O)OCCSC)c1OC (stereo unspecified)	-2%	x	-1%	-13%
22	CCOc1ccc(N(CC(=O)NCc2ccco2)S(C)(=O)=O)cc1	-2%	x	2%	-8%
23	O=C(C1CCCCC1)N1CCN(C(=O)C2CCCCC2)CC1	-2%	x	0%	u
24	Cc1ccc(-c2nc(-c3ccccn3)no2)cc1	1%	x	-1%	26%
25	COc1ccc2c(c1)-c1nc(NC(=O)c3cccs3)sc1CC2	-21%	x	-13%	15%
26	O=C(NCCN1CCCC1)c1ccc(-n2c(=O)c(=O)[nH]c3ccccc32)cc1	0%	x	-2%	-12%
27	COc1ccc2nnc(-c3ccccc3)n2n1	2%	x	-12%	-12%
28	Cc1onc(-c2c(Cl)cccc2Cl)c1C(N)=O	-1%	x	0%	u
29	NC(=O)c1cccnc1	0%	x	-5%	13%
30	Cc1cccc(CN2CCN(c3ccccn3)CC2)c1	0%	x	-1%	3%
31	O=C(O)CN(CCO)CCN(CC(=O)O)CC(=O)O	-2%&-1%	x	-1%&-7%	-14%&-12%
32	NC(=O)c1cc(Cc2ccccc2)sc1NC(=O)c1ccco1	-6%	x	-3%	1%
33	COc1ccc(C2/C(=C(/O)c3ccccc3)C(=O)C(=O)N2CCO)cc1 (stereo unspecified)	-3%	x	-1%	18%
34	COc1ccc(OC)c(N(CC(=O)O)S(=O)(=O)c2ccc(OC)c(OC)c2)c1	-2%	x	-2%	9%
35	CC1(C)NC(=O)N(CC(O)COc2ccc(N3C(=O)c4ccccc4C3=O)cc2)C1=O (stereo unspecified)	0%	x	-2%	-11%
36	CCn1ncc(C2=NOC(C(=O)Nc3cccnc3)C2)c1C (stereo unspecified)	3%	x	-1%	16%
37	Cc1cc(C)n(-c2nc(-n3nc(C)cc3C)c3c4c(sc3n2)COC(C)(C)C4)n1	-2%	x	-1%	25%
38	Cc1sc2nc(SC(C)C)nc(N)c2c1C	-2%	x	-5%	4%
39	Cc1sc2nc(SCC(=O)N3CCN(CCO)CC3)n(-c3ccccc3)c(=O)c2c1C	1%	x	0%	7%
40	Cc1cc(OCCOCCN(C)CCO)cc(C)c1Cl	0%	x	-1%	2%
41	CCc1ccccc1NC(=O)c1cccs1	1%	x	-1%	-2%
42	COC(=O)c1cn(C(=O)c2ccc(Br)o2)c2ccccc12	-1%	x	0%	-1%
43	S=c1nc(-c2ccccc2)n(Cc2ccco2)c2c1CCCC2	-2%	x	-3%	43%
44	COCCN(CCOC)C(=O)c1ccc(Cc2nc3ccccc3[nH]2)cc1	-2%	x	4%	-7%
45	C#C[C@]1(O)CC[C@H]2[C@@H]3CCc4cc(OC)ccc4[C@H]3CC[C@@]21C	-2%	x	5%	-30%
46	COc1ccc2ccccc2c1CN1CCCC(CO)C1 (stereo unspecified)	0%	x	-3%	17%
47	O=C(O)c1ccc(NS(=O)(=O)c2cccc3ccccc23)cc1	-1%	x	-3%	u
48	CCC(C(=O)NCCN1CCN(C)CC1)n1c(C)c2cnn(-c3ccccc3)c(=O)c2c1C (stereo unspecified)	-2%	x	-1%	10%
49	CC(=O)Nn1c(C)nnc1-n1nc(C)cc1C	-2%	x	-3%	3%
50	CCn1c(C(=O)NCc2cccnc2)cc2sc(Cl)cc21	-2%	x	-3%	6%
51	O=C(Nc1ccc(Br)cc1Cl)c1cnccn1	-6%	x	-11%	-3%
52	COc1cc2c(cc1OC)Cc1cc(OC)c(OC)cc1Cc1cc(OC)c(OC)cc1C2	-4%	6%	1%	x
53	CC1CCC2(OC1)OC1CC3C4CC[C@@H]5CC(O)CC[C@@]5(C)C4CC(=O)[C@]3(C)C1C2C (stereo partly specified)	2%	6%	1%	x
54	N#Cc1ccc(C23CC4(C2)[C@H](CN(Cc2cccnc2)[C@@H]4c2ccccc2)C3c2ccccc2)cc1 (stereo partly specified)	-2%	-2%	-3%	x
55	COc1ccc(-c2cc(=O)c3c(OC)c(OC)c(OC)c(OC)c3o2)cc1OC	-2%	u	0%	x
56	COc1c(O)cc2c(-c3ccccc3)cc(=O)oc2c1OC	2%	1%	-1%	x
57	COc1ccccc1-c1oc2ccccc2c(=O)c1O	-1%	-30%	0%	x
58	CCOc1ccc(C(=O)c2ccc(O)c(O)c2O)cc1	-1%	12%	4%	x
59	COc1cc(OC)c2c(=O)c(OC)c(-c3ccc(OC)c(OC)c3)oc2c1	-1%	u	-1%	x
60	Oc1ccc(Cl)c2cccnc12	1%	-20%	0%	x

Next part.
entry	Molecule	Casp7 inh	ERK AVP inh	Caspase-1 inhib	HEK293 cAMP cs
61	CCC1OC(=O)C(C)[C@@H](O[C@H]2C[C@@](C)(OC)C(O)C(C)O2)C(C)[C@@H](O[C@@H]2OC(C)CC(N(C)C)C2O)[C@@](C)(O)CC(C)C2NC(COCCOC)O[C@H](C2C)[C@@]1(C)O (stereo partly specified)	2%	-5%	0%	x
62	CN1C[C@@H]2C(c3ccc(Cl)nc3)C3(c4ccc(C#N)cc4)CC2(C3)[C@H]1c1ccccc1 (stereo partly specified)	1%	7%	-1%	x
63	C[C@H]1C[C@]2(O[C@@H]2C)C(=O)O[C@@H]2CCN(C)C/C=C(/COC(=O)[C@]1(C)O)C2=O	2%	-12%	2%	x
64	CNC1C(O)C(O[C@H]2C(O)[C@@H](OC3OC(CN)=CCC3N)[C@H](N)C[C@@H]2N)OC[C@]1(C)O (stereo partly specified)	3%	10%	3%	x
65	COc1cc2c(cc1OC)C1C(=O)c3c(cc4c(c3O)C=CC(C)(C)O4)OC1CO2 (stereo unspecified)	-2%	-2%	-1%	x
66	CC(=O)OCC(=O)[C@]1(O)C(OC(C)=O)CC2C3CCC4=CC(=O)C=C[C@@]4(C)[C@]3(F)C(O)C[C@]21C (stereo partly specified)	0%	-10%	1%	x
67	CC(CC(O)C1OC1(C)C)C1CCC2(C)C3=CCC4C(C)(C)C(=O)CCC4(C)C3CC[C@@]12C (stereo partly specified)	-4%	10%	0%	x
68	COc1ccc2c(c1OC)C(=O)O[C@H]2C1c2c(cc3c(c2OC)OCO3)CCN1C (stereo partly specified)	-1%&-2%	-13%&1%	-1%&2%	x
69	O=c1cc(-c2ccc(O)c(O)c2)oc2ccccc12	-8%	7.9µM*	-1%	x
70	COC(=O)C(O)C1C(C)(C)C(OC(C)=O)C2CC3=C4CC(=O)OC(c5ccoc5)[C@]4(C)CCC3[C@@]1(C)C2=O (stereo partly specified)	0%	17%	1%	x
71	Cc1cc(=O)cc2oc3cc(N)c(-c4c(C)cc(O)cc4O)c(C)c3nc1-2	-30%	-24%	-13%	x
72	C=CCCCCCCCCCCC/C=C/C(O)COC(C)=O (stereo unspecified)	-5%	-20%	-5%	x
73	CC(=O)c1c(O)c(C)c(O)c2c1OC1=CC(=O)C(C(C)=O)C(=O)C12C (stereo unspecified)	-2%	-10%	5%	x
74	CC(=O)OCC(=O)C1CCC2C3CC=C4CC(O)CC[C@@]4(C)C3CC[C@]12C (stereo partly specified)	1%	-1%	-3%	x
75	O=C1CC(c2ccc(O)cc2)Oc2ccccc21 (stereo unspecified)	-1%	u	3%	x
76	COC(=O)c1cccc(C23CC4(C2)[C@H](CN(Cc2ccc(-c5ccccc5)cc2)[C@@H]4c2ccccc2)C3c2ccc(Cl)nc2)c1 (stereo partly specified)	-1%	-3%	1%	x
77	CCOc1ccc(/C=C/C(=O)c2cccs2)cc1	u	20%	-14%	x
78	CC(C)=CCC/C(C)=C/COc1ccc2ccc(=O)oc2c1	-8%	53%[activator]	-4%	x
79	CCC1=C(OC(=O)N(CC)CC)N2C(=O)OC(=NCC3CC3)[C@]2(C)[C@H]2C1=CC[C@H]1C(=O)N(CC(=O)OC)C(=O)[C@H]12	-3%	3%	-1%	x
80	COC(=O)[C@@H]1C[C@@]2(O)[C@@H](O)[C@@H](O)[C@@H](O)C[C@H]2N1Cc1cc(OC)cc(OC)c1	0%	-7%	-2%	x
81	Cc1cc(O)cc(=O)o1	-8%	13%	1%	x
82	CS(=O)(=O)c1ccc(C2=C(c3ccccc3)C(=O)OC2)cc1	2%	11%	1%	x
83	CC(=O)OC1CC[C@]2(C)C(CC(OC(C)=O)[C@]3(C)C2CC[C@@]2(C)C(c4ccoc4)OC(=O)C4O[C@]432)C1(C)C (stereo partly specified)	-3%	20%	1%	x
84	CC1(C)OC2CC3C4CCC5=CC(=O)C=C[C@@]5(C)[C@]4(F)C(O)C[C@@]3(C)[C@]2(C(=O)CO)O1 (stereo partly specified)	0%	-9%	-2%	x
85	O=c1cc(-c2cccc(O)c2)oc2cccc(O)c12	0%	-4%	1%	x
86	CC(=O)OC1CC[C@@]2(C)C3CC[C@@]4(C)C(CC5O[C@@]6(CCC(C)CO6)C(C)C54)C3CC[C@@H]2C1 (stereo partly specified)	0%	20%	-2%	x
87	COC(=O)c1ccc(C23CC4(C2)[C@H](CN(Cc2ccc(C(F)(F)F)cc2)[C@@H]4c2ccccc2)C3c2ccc(Cl)nc2)cc1 (stereo partly specified)	-7%	4%	-5%	x
88	CC(C)Cn1c(N)c(C(=O)COC(=O)c2cc(C(F)(F)F)nc3c(C(F)(F)F)cccc23)c(=O)n(C)c1=O	-2%	9%	-2%	x
89	CCCC1CC(C(=O)N[C@H](C(C)O)C2OC(SC)[C@@H](O)C(O)C2O)N(C)C1 (stereo partly specified)	-1%	-12%	0%	x
90	CC(C)C(C)/C=C/C(C)C1CCC2C3=CCC4CC(=O)CC[C@@]4(C)C3CC[C@]21C (stereo partly specified)	-2%	16%	1%	x

Retrieved by structure from above (four):
entry	Molecule	Casp7 inh	ERK AVP inh	Caspase-1 inhib	HEK293 cAMP cs
78	CC(C)=CCC/C(C)=C/COc1ccc2ccc(=O)oc2c1	-8%	53%[activator]	-4%	x
70	COC(=O)C(O)C1C(C)(C)C(OC(C)=O)C2CC3=C4CC(=O)OC(c5ccoc5)[C@]4(C)CCC3[C@@]1(C)C2=O (stereo partly specified)	0%	17%	1%	x
63	C[C@H]1C[C@]2(O[C@@H]2C)C(=O)O[C@@H]2CCN(C)C/C=C(/COC(=O)[C@]1(C)O)C2=O	2%	-12%	2%	x
85	O=c1cc(-c2cccc(O)c2)oc2cccc(O)c12	0%	-4%	1%	x

Compound activity (PubChem BioAssay)
